NPY-Y1 PAM-ag = NPY-Y1 receptor potentiators or agonists, primary screen, cell-based; Neuropeptide Y receptor type 1 (Homo sapiens), P25929; NPY-Y1 expressing cells, potentiator/agonist activation; activation, % at 3.6 µM; 0.37% of 220,000 active; AID 1304, 2008; in the data active means activation above about 33%, passing the limit was not always enough;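 further: cells stimulated with NPY at EC10 then isoproterenol at EC100; 0% = low agonist plus stimulus and 100% = saturating agonist plus stimulus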
Target sequence (P25929 whole entry, looked up): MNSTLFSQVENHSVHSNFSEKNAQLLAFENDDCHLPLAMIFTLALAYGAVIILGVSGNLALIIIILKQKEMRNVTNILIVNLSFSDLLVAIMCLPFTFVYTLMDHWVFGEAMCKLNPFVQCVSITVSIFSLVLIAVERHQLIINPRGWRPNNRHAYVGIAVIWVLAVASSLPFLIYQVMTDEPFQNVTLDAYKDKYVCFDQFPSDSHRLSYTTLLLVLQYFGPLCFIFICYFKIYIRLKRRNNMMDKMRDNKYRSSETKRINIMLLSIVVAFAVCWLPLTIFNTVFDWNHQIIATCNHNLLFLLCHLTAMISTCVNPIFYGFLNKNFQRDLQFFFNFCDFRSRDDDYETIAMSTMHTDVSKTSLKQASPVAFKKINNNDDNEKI
BaF3 tox = parental Ba/F3 cell viability inhibition, counter-screen for JAK2V617F inhibitor project, murine pro-B, CellTiter-Glo luminescence; CellTiter-Glo ATP luminescence; inhibition, % at 5.6 µM; 1.1% of 220,000 active; AID 1486, 2009;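 active means inhibition above a per-campaign cutoff, the mean inhibition of all tested compounds plus 3 SD, cut at about 27% in these data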;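 further: 0% = DMSO wells and 100% = JAK Inhibitor I control wells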
Runt-CBFb FRET = inhibitors of RUNX1 Runt–CBFb binding, primary screen, biochemical, FRET, Cerulean-Runt, Venus-CBFb, uHTS | AID 1496, 2009 | Cerulean-Runt/Venus-CBFb FRET ratio 530/480, 1 h | Runt-related transcription factor 1 (Homo sapiens) + Core-binding factor subunit beta … | 0.46% of 220,000 active | inhibition, % at 20 µM;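 active means inhibition over about 50% at 20 µM in the single-dose screen, limit read from the data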;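 further: 0% = DMSO wells and 100% = excess unlabeled CBFb competitor control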
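Buffer or medium: Tris pH 7.5 buffer with BSA. Assay system: Cerulean-labeled Runt domain protein. Amount: each fluorescent fusion protein 100 nM. Read-out basis: loss of energy transfer signal. Incubation: 1 h compound exposure, room temperature. Probe or stimulus: Venus-CBFb binding partner, 100 nM. Detection: FRET, excitation 422 nm, emission at 530 and 480 nm.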
NPY-Y1 antag = NPY-Y1 receptor antagonists, primary screen, cell-based; AID 1040, 2008; Neuropeptide Y receptor type 1 (Homo sapiens), P25929; HEK293-CNG Y1 cells, membrane potential fluorescence; NPY at EC95, then isoproterenol; 1% of 200,000 active; inhibition, % at 3.6 µM;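 active means inhibition above the campaign mean inhibition of all tested compounds plus 3 SD, cut at about 20% in these data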;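 further: 0% = DMSO wells given NPY plus isoproterenol and 100% = isoproterenol alone without NPY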
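System: HEK293 cells with Y1 receptor plus CNG channel / Probe or stimulus: NPY 25 nM then isoproterenol 1 µM plus Ro 20-1724 25 µM / Compound: one concentration, 3.6 µM, in 0.4% DMSO / Schedule: compound incubation 1 h at room temperature, readout 45 min post-stimulation / Measured by: membrane potential fluorescence / Read-out: % inhibition of NPY effect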
NPY-Y2 PAM-ag = NPY-Y2 potentiators or agonists, primary screen, cell-based; Neuropeptide Y receptor type 2 (Homo sapiens), P49146; 0.45% of 220,000 active; cells expressing NPY-Y2, potentiator/agonist read-out; activation, % at 3.6 µM; in the data active means activation above about 27%;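 further: cells stimulated with NPY near EC25 plus isoproterenol at EC100; 0% = vehicle plus submaximal agonist and 100% = vehicle plus saturating agonist; some results beyond the cut were filed as inactive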
Target sequence (P49146 whole entry, looked up): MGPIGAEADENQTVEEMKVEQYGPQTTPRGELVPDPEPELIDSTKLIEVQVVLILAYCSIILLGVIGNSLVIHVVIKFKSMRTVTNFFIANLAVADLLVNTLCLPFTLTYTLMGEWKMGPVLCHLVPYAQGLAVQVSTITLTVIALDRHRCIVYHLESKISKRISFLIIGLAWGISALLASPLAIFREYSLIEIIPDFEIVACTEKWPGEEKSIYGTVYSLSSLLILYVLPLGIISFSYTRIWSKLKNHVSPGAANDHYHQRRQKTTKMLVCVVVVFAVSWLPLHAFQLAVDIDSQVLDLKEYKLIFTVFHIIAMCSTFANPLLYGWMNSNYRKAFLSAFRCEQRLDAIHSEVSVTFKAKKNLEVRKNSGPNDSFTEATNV
S1P4 ag = S1P4 receptor agonists, primary screen, cell-based; S1P4-expressing cell line, agonist reporter assay; activation, % at 4.98 µM; 0.35% of 220,000 active; in the data active means activation above about 11%;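 further: 0% = DMSO vehicle and 100% = reference agonist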
RBBP9 inhibitor = human RBBP9 inhibitors, primary screen, biochemical, fluorescence polarization, FP-Rh probe, HTS; recombinant RBBP9; 0.2% of 220,000 active; inhibition, % at 7.94 µM; AID 1515, 2009;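 active means inhibition above the campaign mean of all tested compounds plus 3 SD, cut at about 14% in these data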;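 further: plate controls were DMSO wells with RBBP9 for no effect and wells lacking RBBP9 protein for full effect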
Target sequence (O75884 whole entry, looked up): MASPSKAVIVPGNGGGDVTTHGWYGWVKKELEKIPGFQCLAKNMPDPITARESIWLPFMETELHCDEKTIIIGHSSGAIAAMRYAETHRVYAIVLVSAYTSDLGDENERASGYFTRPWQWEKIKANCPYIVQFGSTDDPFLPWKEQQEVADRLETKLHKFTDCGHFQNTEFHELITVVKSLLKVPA
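Controls: DMSO-treated enzyme wells and wells lacking RBBP9 | Material: RBBP9 protein | Technique: Fluorescence polarization | Replication: Single well per compound, no replicates | Buffer or medium: Tris-NaCl-Pluronic buffer, pH 8.0 | Timing: 30 min compound preincubation, 45 min probe labeling, 25 °C | Read-out basis: Percent inhibition from mP, scaled between DMSO and no-protein wells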
Ba/F3 V617F tox = reduced viability of JAK2V617F-dependent Ba/F3 cells, primary screen, JAK2V617F inhibitor project, cell-based, Ba/F3 EpoR-JAK2V617F, luminescence. ATP luminescence. inhibition, % at 5.6 µM. 1.1% of 220,000 active. AID 1446, 2008;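 active means inhibition above the campaign mean plus 3 SD over all tested compounds, cut at about 24% in these data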;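 further: cytokine-independent growth of Ba/F3 cells driven by EpoR plus mutant JAK2; 0% = DMSO-treated cells and 100% = JAK inhibitor I control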
S1P4 antagonist = S1P4 receptor antagonists, primary screen, cell-based; Sphingosine 1-phosphate receptor 4 (Homo sapiens), O95977; S1P4-expressing cells, antagonist mode, reporter read-out; inhibition, % at 4.98 µM; 0.26% of 220,000 active; AID 1510, 2009; in the data active means inhibition above about 29%;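 further: 0% = wells stimulated with agonist and 100% = vehicle wells without agonist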
Starred values were filed as active, the others as inactive; nt = no result given.

SMILES	NPY-Y1 PAM-ag	BaF3 tox	Runt-CBFb FRET	NPY-Y1 antag	NPY-Y2 PAM-ag	S1P4 ag	RBBP9 inhibitor	Ba/F3 V617F tox	S1P4 antagonist
Cc1ccc(OCc2ccc(C(=O)NCC3CCCO3)cc2)cc1 (configuration not stated)	1	1	-5	6	2	-0.3	-5	-1	-12
Nc1nnc(SCc2cccc(C(F)(F)F)c2)s1	-14	0	-2	4	-4	2.8	-11	2	-9
CCN(CC)c1nc(N2CCOCC2)c(C#N)c2c1CN(C)CC2	-1	4	-2	10	7	2.7	-5	2	-10
CCN(C(=O)c1cnc(NC(C)C)cc1C(F)(F)F)c1ccc(Cl)cc1Cl	5	-1	-2	nt	2	2.4	-3	1	-12
Cc1ccc(C)c(S(=O)(=O)Nc2ccc(S(=O)(=O)Nc3onc(C)c3C)cc2)c1	15	6	-1	8	-34	0.5	1	3	-13
COc1ccc(/C=N/NC(=O)OC(C)(C)C)cc1OC	19	2	-1	0	3	-2.0	-2	-2	-1
Cc1ccc([N+](=O)[O-])cc1NC(=O)CCSc1ccc(Cl)cc1	4	3	-2	1	-2	-1.2	-6	0	7
O=C1OC(c2ccccc2)=C/C1=C/c1cccs1	4	6	1	1	-4	1.1	3	0	0
COC(=O)c1cc2n(n1)CCN(Cc1ccccc1Cl)C2=O	5	2	1	3	-7	1.9	-4	3	-17
CCn1c(SC(C)C)nnc1C1CCN(S(=O)(=O)c2ccc(OC)cc2)CC1	0	10	-3	4	-6	-3.3	-7	4	-1
COc1ccc(NC2(c3ccc(Cl)cc3)C(=O)c3ccccc3C2=O)cc1	-16	3	nt	-1	-6	0.8	-9	4	-8
Cn1nc(-c2ccccc2)cc1NC(=O)C1CCCCC1	2	3	3	nt	0	-1.2	-6	-7	5
O=C(NCCc1ccc(Cl)cc1)c1cc2ccccn2n1	-13	1	1	nt	-17	-1.4	10	-4	1
CCN1C(=O)/C(=C2\SC(=S)N(CCCOC)C2=O)c2ccccc21	1	4	-14	-1	14	1.4	-6	1	-6
O=C(CCCCCNC(=S)Nc1ccc(Cl)cc1)C[N+](=O)[O-]	8	7	1	2	12	0.0	-6	0	-7

Just RBBP9 inhibitor and Ba/F3 V617F tox, for 4 of the compounds above:
SMILES	RBBP9 inhibitor	Ba/F3 V617F tox
COc1ccc(/C=N/NC(=O)OC(C)(C)C)cc1OC	-2	-2
Cc1ccc(OCc2ccc(C(=O)NCC3CCCO3)cc2)cc1 (configuration not stated)	-5	-1
CCN(CC)c1nc(N2CCOCC2)c(C#N)c2c1CN(C)CC2	-5	2
COc1ccc(NC2(c3ccc(Cl)cc3)C(=O)c3ccccc3C2=O)cc1	-9	4

The list continues:
SMILES	NPY-Y1 PAM-ag	BaF3 tox	Runt-CBFb FRET	NPY-Y1 antag	NPY-Y2 PAM-ag	S1P4 ag	RBBP9 inhibitor	Ba/F3 V617F tox	S1P4 antagonist
COc1ccc(C2N3CC4(C)CN2CC(C)(C3)C4O)cc1 (configuration not stated)	-3	-4	0	2	3	-0.5	-1	-4	-5
COc1ccc2nc(-n3c(O)c(C4=c5ccccc5=NC4=O)[nH]c3=S)sc2c1	2	8	-12	7	2	-0.4	-1	2	-5
C=CCn1c(NCCc2ccccc2)nc2c1c(=O)n(C)c(=O)n2C	-4	31*	0	3	2	1.0	2	5	-10
Cc1cccc(NC(=O)CSc2ccc(-c3ccco3)nn2)c1	-15	9	14	3	0	0.8	-2	-1	-5
CCOc1ccc(C(C)NC(=O)Cc2ccccc2F)cc1OCC (configuration not stated)	0	7	-1	0	8	1.4	-3	2	-12
O=C(c1cc(-c2cccs2)nc2ccccc12)N1CCN(c2ccccc2)CC1	-30	12	0	3	-1	-0.2	-16	8	-1
S=c1[nH]nc(-c2ccc(Cl)cc2)n1/N=C/C=C/c1ccco1	25	-5	28	nt	14	-0.8	9	-2	14
COc1ccc(-c2onc(C)c2-c2ccccc2)c(O)c1	-1	8	-1	-1	1	1.3	-5	0	0
O=C(OCC(=O)N1CCN(c2ccccc2)CC1)C1=COCCO1	7	4	0	0	5	-0.2	-5	-1	-1
CCOC(=O)C(CC)(CCC(=O)OC)c1csc(Nc2ccccc2O)n1 (configuration not stated)	-15	3	-1	nt	-20	0.8	-5	4	13
CN1CCN(CC#CCC2(O)c3ccccc3-c3ccccc32)CC1	0	6	1	-2	4	-0.5	-10	-1	-15
Clc1ccc(N=C2SCCS2)cc1	-7	2	5	nt	-18	-3.7	3	5	-9
Cc1nc(Sc2ccc(Cl)cc2)c(C#N)c(C)c1[N+](=O)[O-]	-15	-2	-1	nt	-9	0.8	-6	0	0
COc1ccccc1Oc1ccccc1[N+](=O)[O-]	9	2	0	nt	-9	-0.6	-3	-4	9
COc1ccc(NS(=O)(=O)c2ccc(N3CCOCC3)c(NC(=O)c3ccco3)c2)cc1	-5	42*	0	0	12	1.5	2	35*	7

Given bar-delimited: entries from further up.
smiles | NPY-Y1 PAM-ag | BaF3 tox | Runt-CBFb FRET | NPY-Y1 antag | NPY-Y2 PAM-ag | S1P4 ag | RBBP9 inhibitor | Ba/F3 V617F tox | S1P4 antagonist
CCOC(=O)C(CC)(CCC(=O)OC)c1csc(Nc2ccccc2O)n1 (configuration not stated) | -15 | 3 | -1 | nt | -20 | 0.8 | -5 | 4 | 13
CN1CCN(CC#CCC2(O)c3ccccc3-c3ccccc32)CC1 | 0 | 6 | 1 | -2 | 4 | -0.5 | -10 | -1 | -15
Clc1ccc(N=C2SCCS2)cc1 | -7 | 2 | 5 | nt | -18 | -3.7 | 3 | 5 | -9

The results go on.
SMILES	NPY-Y1 PAM-ag	BaF3 tox	Runt-CBFb FRET	NPY-Y1 antag	NPY-Y2 PAM-ag	S1P4 ag	RBBP9 inhibitor	Ba/F3 V617F tox	S1P4 antagonist
[O-]/C(=C(\C(=S)Nc1ccc(SC(F)F)cc1)[n+]1cccc(CO)c1)c1ccc(Cl)s1	-13	1	4	5	5	-0.9	-2	-4	-13
CN(Cc1ccsc1)C(=O)CCc1nnc(Cc2c[nH]c3ccccc23)o1	-23	-2	nt	5	-19	-0.5	5	0	-5
OCC1CCCN(Cc2ccc(-c3ccccc3)cc2)C1 (configuration not stated)	-29	-1	0	9	-1	0.1	-3	-2	8
Cc1ccc2c(CSc3nnnn3C)cc(=O)oc2c1	0	7	3	-2	-4	0.8	-3	0	-9
O=C(c1ccccc1F)N(Cc1ccccc1)C1CCS(=O)(=O)C1 (configuration not stated)	-9	8	-1	-1	-8	0.6	-7	2	-13
O=c1c2ccccc2nc(-c2cccs2)n1-c1ccc2ccccc2c1	8	1	0	1	10	1.1	-6	-2	-12
Cc1cccn2c(=O)c3cc(C#N)c(=N)n(CCCN4CCOCC4)c3nc12	-10	1	nt	5	1	-0.7	0	-3	-11
Cc1ccc(-n2ncc3c(NCc4ccccn4)ncnc32)c(C)c1	8	0	-1	-5	14	-0.2	-8	-2	-12
CCc1c(O)nc(SCC(N)=O)n(-c2ccccc2F)c1=O	-11	-1	0	5	6	1.4	1	0	-4
Cc1cccc(NC(=S)Nc2ccc(Oc3ccccc3)cc2)n1	-6	7	-12	6	-2	-1.0	-6	-1	-15
O=C(/C=C/c1ccccc1)NC1CCSC1=O (configuration not stated)	-2	4	-1	1	-11	1.5	-6	-3	-17
c1ccc(Cn2cc(CN3CCCCO3)c(-c3ccc4c(c3)OCO4)n2)cc1	-12	1	-3	4	11	0.1	-5	-1	-8
O=CN1CCN(C(C(=O)NC2CCCCC2)c2cc3c(cc2[N+](=O)[O-])OCO3)CC1 (configuration not stated)	-12	1	19	1	8	0.1	5	-3	-15
CCOC(=O)C1=C(OCc2ccc(Cl)cc2)C2C=C(C)C=CC2N=C1 (configuration not stated)	-42	8	-3	5	-14	-2.9	-6	-3	5
COc1cccc(C2=NOC(C(=O)Nc3ccc(C(C)=O)cc3)C2)c1 (configuration not stated)	19	0	1	2	11	1.4	-3	-3	-27
O=C(CCS(=O)(=O)c1ccccc1)Nc1nccs1	4	2	-2	-1	-1	-2.6	1	-2	9
Cc1cc(N2CCN(Cc3cn(C)nc3-c3ccccc3F)CC2)cc(C)n1	9	13	0	2	11	-0.3	-5	15	11
CCCNC(=O)NC(=O)CSc1nc(C)cs1	10	6	0	2	5	-1.3	6	2	-6
O=C(c1ccc2c(c1)C(=O)N(CCCO)C2=O)c1ccc2c(c1)C(=O)N(CCCO)C2=O	1	4	1	1	5	-0.4	-10	1	-8
O=[N+]([O-])c1ccccc1CNC(Cc1ccccc1)c1ccccc1 (configuration not stated)	-22	0	22	3	3	3.4	-3	-5	-24
Cc1cc(C)n2c(SCC(=O)Nc3c(C)n(C)n(-c4ccccc4)c3=O)nnc2n1	-5	2	-2	-3	-25	-1.1	3	-2	-9
Cc1ccccc1Nc1nc(N)nc(CSCC(=O)Nc2cccc(Br)c2)n1	4	7	-3	-5	2	0.2	3	1	-8
CCC(C)(C)NC(=O)C(c1ccc(F)cc1)N(Cc1ccccc1)C(=O)c1cnccn1 (configuration not stated)	14	3	-2	0	4	1.0	-6	2	8
NNC(=O)[C@H](Cc1ccccc1)NC(=O)Nc1ccc2c(c1)OCCO2	17	-7	-1	nt	-6	-1.0	-7	-2	-2
Cc1cc(Nc2nnnn2-c2ccccc2)n(-c2ccc(Cl)cc2)n1	4	8	-5	-9	6	-0.9	-7	2	6
COc1ccc(C(=O)NNC(=O)CSc2nnnn2C)cc1	13	9	0	1	-3	-0.1	4	-4	-7

Single entries from the results shown:
Value for O=[N+]([O-])c1ccccc1CNC(Cc1ccccc1)c1ccccc1 (configuration not stated) under S1P4 antagonist: -24
Value for O=C(CCS(=O)(=O)c1ccccc1)Nc1nccs1 under Ba/F3 V617F tox: -2
Value for COc1ccc(C(=O)NNC(=O)CSc2nnnn2C)cc1 under Runt-CBFb FRET: 0

Compounds were not picked by outcome; overall some 3.6% were active at least once.
